FLuc inhib CS: firefly luciferase enzyme inhibitors, primary screen, artefact control for luciferase-based inhibitor screens, biochemical, luminescence, ATPLite. hit rate 1.5% among 200,000. 10 min. inhibition, % at 10 µM. AID 1006, 2008. Luciferin 4-monooxygenase (Photinus pyralis), P08659;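 active = inhibition above about 50% when tested at 10 µM, limit read from the data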
Target sequence (P08659 whole entry, looked up): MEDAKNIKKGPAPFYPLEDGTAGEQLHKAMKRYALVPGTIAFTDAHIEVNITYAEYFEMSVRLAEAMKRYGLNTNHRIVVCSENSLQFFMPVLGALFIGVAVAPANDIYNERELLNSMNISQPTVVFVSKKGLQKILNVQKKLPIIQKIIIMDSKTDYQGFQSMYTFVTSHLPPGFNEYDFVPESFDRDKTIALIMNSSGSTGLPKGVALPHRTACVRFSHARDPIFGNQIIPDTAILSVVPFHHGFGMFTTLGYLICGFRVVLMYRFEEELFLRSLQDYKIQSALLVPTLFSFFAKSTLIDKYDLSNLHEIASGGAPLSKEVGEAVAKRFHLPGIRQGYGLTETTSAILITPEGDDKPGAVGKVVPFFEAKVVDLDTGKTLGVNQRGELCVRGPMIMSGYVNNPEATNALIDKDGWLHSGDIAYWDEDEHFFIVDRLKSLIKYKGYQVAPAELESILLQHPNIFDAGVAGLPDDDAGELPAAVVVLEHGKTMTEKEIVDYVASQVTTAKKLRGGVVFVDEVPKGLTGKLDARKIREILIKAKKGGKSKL
STAT1 act: STAT1 signaling activators, primary screen, cell-based, HTS, luciferase reporter; activation (% of control), % at 5.5 µM; AID 932, 2007; NIH 3T3 STAT1-luciferase reporter, IFN-gamma, luminescence; 100% = IFN-gamma alone, no compound; hit rate 2.6% among 200,000;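 active = activation above the screen-wide mean activation plus 3 SD, cut at about 130% in these data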;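 note: raw ratio to IFN-gamma control signal so 100% means no change and 0% no light; values of inactives mirror those of a sister screen read the other way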
STAT3 inh: IL-6 driven STAT3 reporter inhibitors, primary screen, U3A cells, luciferase, luminescence, MLSCN library | hit rate 0.89% among 190,000 | inhibition, % at 5.5 µM | IL-6 STAT3-luciferase reporter; host cell line lacks STAT1;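 active = inhibition above the mean inhibition across all screened compounds plus 3 SD, cut at about 44% in these data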;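 note: 0% = DMSO only wells and 100% = 100 µM nifuroxazide control wells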
STAT1 blocker: STAT1 signaling inhibitors, primary screen, cell-based, HTS, luciferase reporter | NIH 3T3 STAT1-luciferase reporter, IFN-gamma, luminescence | inhibition, % at 5.5 µM | hit rate 0.35% among 200,000 | AID 920, 2007;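 active = inhibition above a set limit, the mean inhibition across all tested compounds plus 3 SD, cut at about 34% in these data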;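 note: 0% = IFN-gamma with DMSO and 100% = IFN-gamma with 300 µM nifuroxazide; values of inactives mirror those of a sister screen read the other way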
ROMK primary: ROMK potassium channel modulators, primary screen, cell-based, thallium flux, MLSMR library; B-score at 10 µM; ATP-sensitive inward rectifier potassium channel 1 (Homo sapiens), P48048; Tet-inducible ROMK, thallium flux fluorescence; actives lie on both sides; hit rate 2% among 130,000;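 active = signal ratio slope over the read window, or its plate-corrected B-score, at least 3 SD from the plate mean, either direction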;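 note: B-score of the F/F0 ratio slope over 7 to 12 s after thallium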
Target sequence (P48048 whole entry, looked up): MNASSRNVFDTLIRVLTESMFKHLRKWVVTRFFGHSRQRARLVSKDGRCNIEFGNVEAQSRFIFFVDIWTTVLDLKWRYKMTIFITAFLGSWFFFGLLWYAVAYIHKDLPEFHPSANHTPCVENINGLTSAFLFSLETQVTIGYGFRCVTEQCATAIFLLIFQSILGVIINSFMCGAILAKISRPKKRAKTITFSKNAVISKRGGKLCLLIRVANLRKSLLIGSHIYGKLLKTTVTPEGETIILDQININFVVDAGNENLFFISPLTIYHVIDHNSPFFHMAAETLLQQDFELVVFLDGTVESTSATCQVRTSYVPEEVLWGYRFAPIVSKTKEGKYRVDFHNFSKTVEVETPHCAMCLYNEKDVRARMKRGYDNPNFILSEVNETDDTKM
NF-kB neuron act: activators of NF-kB expression in neurons, primary screen, cell-based, HTS. human neuronal cells, NF-kB reporter expression; stronger effect = higher value. fold change at 12.5 µM. hit rate 1.6% among 190,000. AID 1239, 2008; in the data active = fold change above about 3.3
APP transl inh: inhibitors of APP translation via 5'UTR reporter, primary screen, APP 5'UTR luciferase, SH-SY5Y cells | SH-SY5Y APP 5'UTR-luciferase reporter, luminescence | inhibition, % at 2 µM | hit rate 0.82% among 190,000 | AID 1285, 2008;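 active = inhibition above a set limit, derived from the sample mean plus 3 SD, cut at about 45% in these data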; note: values of inactives mirror those of a sister screen read the other way
APP 5'UTR act: activators of APP 5'UTR luciferase reporter, primary screen, SH-SY5Y cells; SH-SY5Y APP 5'UTR luciferase reporter, luminescence; zero percent = DMSO vehicle wells; activation, % at 2 µM; hit rate 1% among 190,000; AID 1276, 2008;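 active = activation above a set limit, based on mean plus 3 SD of controls, cut at about 140% in these data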; note: values of inactives mirror those of a sister screen read the other way
STAT3 activator: IL-6 driven STAT3 reporter potentiators, primary screen, U3A cells, luciferase, luminescence, MLSCN library | IL-6 STAT3-luciferase reporter; 100% = signal with IL-6 EC80 alone | activation (% of control), % at 5.6 µM | hit rate 0.91% among 190,000 | AID 871, 2007;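 active = activation above the screen-wide mean of compound activation plus 3 SD, cut at about 130% in these data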;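 note: 0% = background luminescence of wells with medium and substrate only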
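Material: STAT1-lacking human U3A cells, STAT3 luciferase reporter | Benchmarks: IL-6-only wells as 100% reference | Probe or stimulus: IL-6 (33 ng/mL) | Timing: Compound 1 h, then IL-6 6 h at 37 °C | Detection: Luminescence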
FLuc act counter: FLuc activators, initial screening, artefact control for FLuc-dependent activation tests, biochemical, ATPlite luminescence; Luciferin 4-monooxygenase (Photinus pyralis), P08659; ATPlite luciferase biochemical, 10 min; 0 = ATP-free wells, 1 = DMSO control; 200,000 tested, under 10 active; activation factor at 10 µM;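 active = luciferase activation factor, scaled between plate controls, of at least 2 with compound at 10 µM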
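Material: Luciferase/luciferin reagent mix | Doses: Test compounds dosed from 2 mM stocks in 100% DMSO | Timing: 10 min incubation after luciferase reagent addition, room temperature | Measured by: Luminescence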
* hit, by the source's call; / = no result given.

SMILES	FLuc inhib CS	STAT1 act	STAT3 inh	STAT1 blocker	ROMK primary	NF-kB neuron act	APP transl inh	APP 5'UTR act	STAT3 activator	FLuc act counter
Cc1csc(NC(=O)Cc2coc3cc(C)c(C(C)C)cc23)n1	-3	96	-38	5	0.54	0.7	-3	3	137*	1
CC(NC(=O)CCn1nc(-c2ccc(Cl)cc2)ccc1=O)c1ccccc1 (stereo unspecified)	-4	96	15	4	-1.1	0.82	-7	7	97	1
COC(=O)c1c[nH]n2c(=O)c(C(C)C)c(C)nc12	-5	91	8	9	0.87	1	-16	17	95	1.1
Cc1cccc(N2CC(O)=C(c3nc4ccccc4n3C)C2=N)c1	-3	101	6	-1	/	1.2	1	-1	99	1
O=c1[nH]c(CN2CCN(c3ccc([N+](=O)[O-])cc3)CC2)nc2ccsc12	-3	101	3	-1	-3.5*	1.1	-9	9	102	1
O=C(NC1=NCCS1)c1ccc(OCC2CCCO2)cc1 (stereo unspecified)	47	120	24	-21	/	2.4	-85	85	83	0.5
O=C(c1ccncc1)N(c1ccc2oc3c(c2c1)CCCC3)S(=O)(=O)c1ccc(F)cc1	-7	105	0	-6	0.12	0.87	-6	6	101	1.1
O=C(CCCCCCN1C(=O)c2ccccc2C1=O)Nc1nccs1	-7	98	14	3	/	1.2	10	-10	89	1.1
COC(=O)C1=C(C)N(CCCC(=O)O)C(=O)NC1c1cccs1 (stereo unspecified)	-4	103	1	-4	0.52	1.4	-3	3	97	1
O=C(O)c1cccc(S(=O)(=O)Nc2ccc(O)c(Sc3nc4ccccc4s3)c2)c1	-5	104	1	-6	0.63	1.1	-9	9	110	1
Cc1cc([N+](=O)[O-])ccc1NC(=O)c1ccc(NC(=O)C(C)C)cc1	-4	104	24	-6	0.016	1.1	-3	3	84	1
O=C(CCN1CCc2ccccc21)c1ccc2c(c1)OCCO2	21	112	4	-14	-1.5	1	-113	113	100	0.8
Cc1noc(NS(=O)(=O)c2ccc(NC(=O)CSc3nc4ccccc4[nH]3)cc2)c1C	-4	92	2	9	/	0.92	-1	1	102	1
Cc1oc2nc(SCCCC(=O)NCCCO)nc(N)c2c1C	-3	95	12	6	0.013	0.83	20	-20	95	1
COc1nc(N/N=C/c2ccc(C)cc2)nc(N2CCCCC2)n1	8	95	-2	6	/	1.2	14	-14	101	0.9
CC(CCc1ccccc1)NC(=O)C(=O)Nc1ccccc1 (stereo unspecified)	1	140*	-5	-44	-0.071	2	-56	56	108	1
Cc1ccc(NC(=S)N(CCCN2CCC(C)CC2)Cc2ccco2)cc1C	-5	96	8	3	-1.5	1.3	5	-5	100	1.1
Cc1ccc(C)c(N(CC(=O)NCCSCc2ccco2)S(C)(=O)=O)c1	-4	102	8	-2	-0.38	1	-6	6	101	1
C=CCNC(=S)NNC(=O)c1ccco1	-2	92	10	7	0.68	0.95	17	-17	93	1
CCC(OC(=O)c1nsc(Cl)c1Cl)C(=O)NC(C)(C)C (stereo unspecified)	-8	102	11	-5	1.5	0.89	-7	7	97	1.1
CC1Oc2ccccc2N(CC(=O)NCC2CCCO2)C1=O (stereo unspecified)	0	98	1	2	/	0.95	-3	3	100	1
COc1ccccc1NCC(=O)N/N=C(\C)c1cccs1	-4	102	14	-3	0.19	1.1	0	0	98	1
O=C(NCc1cccs1)c1ccc2ccccc2n1	-5	111	2	-10	-1.1	1.4	0	0	103	1
Cc1cc(NN)nc(NS(=O)(=O)c2ccccc2)n1	-2	106	2	-8	1.1	1.1	3	-3	102	1
COc1ccc(OC)c(C2C(C(=O)Nc3ccc(F)cc3)=C(C)Nc3nc(CCCO)nn32)c1 (stereo unspecified)	-3	96	10	2	/	0.88	1	-1	91	1
CNC(=O)c1cc2ccc(OC)cc2oc1=O	2	104	1	-4	0.18	1.6	-1	1	102	1
C=CCn1c(-c2ccc3[nH]c(C)c(C)c3c2)n[nH]c1=S	-5	99	27	1	/	1.1	-1	1	80	1
Cc1nnc(NC(=O)C2CCN(c3cnccn3)CC2)s1	-7	97	14	3	0.79	1.1	-5	5	93	1.1
CN(C)CC1CCCCC1OC(=O)c1ccc(Br)cc1 (stereo unspecified)	0	97	-5	2	0.32	1	11	-11	105	1
O=C(CSc1nc2ccccc2s1)Nc1cc(S(=O)(=O)N2CCOCC2)ccc1O	9	106	-25	-6	/	0.9	1	-1	121	0.9
COc1ccc(-c2nc3cc(C)ccn3c2NCC2CCCO2)cc1OC (stereo unspecified)	/	104	18	-4	/	/	6	-6	89	/
Cc1cccc(NC(=O)c2ccc(S(=O)(=O)C(F)F)cc2)c1C	1	97	10	3	-0.9	1.4	-23	23	94	1
Nc1cc(=O)[nH]c(SCC(=O)NNC(=O)Cc2ccccc2)n1	0	102	-3	-6	-1.1	0.99	8	-8	107	1
Cc1ccc(OCC(=O)Nc2cccc3nsnc23)c(C)c1	-1	95	-53	5	/	0.9	-19	19	145*	1
Fc1ccc2[nH]c3c(N4CCN(c5ccccc5)CC4)ncnc3c2c1	-1	76	42	27	-0.48	0.61	6	-6	69	1
Cc1ccc(NC(=O)COC(=O)Cn2c(C)csc2=O)cc1	-4	98	4	2	/	1.1	8	-8	102	1

4 entries out of the list, arranged by heavy-atom count, ascending:
SMILES	FLuc inhib CS	STAT1 act	STAT3 inh	STAT1 blocker	ROMK primary	NF-kB neuron act	APP transl inh	APP 5'UTR act	STAT3 activator	FLuc act counter
C=CCn1c(-c2ccc3[nH]c(C)c(C)c3c2)n[nH]c1=S	-5	99	27	1	/	1.1	-1	1	80	1
Cc1nnc(NC(=O)C2CCN(c3cnccn3)CC2)s1	-7	97	14	3	0.79	1.1	-5	5	93	1.1
Fc1ccc2[nH]c3c(N4CCN(c5ccccc5)CC4)ncnc3c2c1	-1	76	42	27	-0.48	0.61	6	-6	69	1
COc1ccc(-c2nc3cc(C)ccn3c2NCC2CCCO2)cc1OC (stereo unspecified)	/	104	18	-4	/	/	6	-6	89	/

(cont.)
SMILES	FLuc inhib CS	STAT1 act	STAT3 inh	STAT1 blocker	ROMK primary	NF-kB neuron act	APP transl inh	APP 5'UTR act	STAT3 activator	FLuc act counter
CC(NC(=O)C1(S(=O)(=O)c2ccc(Cl)cc2)CC1)c1ccccc1 (stereo unspecified)	-3	92	4	10	0.21	1.2	2	-2	95	1
CC(C)C[C@H](NC(=O)c1nc[nH]c1C(=O)NC(c1ccccc1)c1ccccc1)C(=O)OCc1ccccc1	-3	96	/	6	/	0.6	6	-6	/	1
N#Cc1c2c(c(-n3cnc4ccccc43)n3c1nc1ccccc13)CCC2	-5	97	6	3	/	1.5	10	-10	103	1
CC(OC(=O)CCc1nc2ccccc2[nH]c1=O)C(=O)c1ccccc1 (stereo unspecified)	-5	97	18	3	-0.92	0.84	8	-8	84	1.1
COc1cc(C(=O)OC2CCN(C)CC2)cc(OC)c1OC	0	101	-1	-2	/	1	1	-1	103	1
Cc1onc(-c2ccccc2Cl)c1C(=O)N1CCN=C1SCc1cccnc1	-4	97	0	3	0.074	1.2	-5	5	100	1
CCOC(=O)c1cnn(-c2nc(-c3cccc(F)c3)cs2)c1C(F)(F)F	-4	106	24	-7	/	0.51	5	-5	88	1
COc1ccc(-c2nnc(SCc3nc4ccccc4s3)n2C(C)C)cc1	1	117	3	-19	-1.6	1.1	-36	36	97	1
COc1ccccc1NC(=S)N1C2CCC1CC(NC(=O)NC13CC4CC(CC(C4)C1)C3)C2 (stereo unspecified)	-1	98	8	2	/	0.86	-1	1	98	1
O=C(O)CCCN1C(=O)/C(=C\c2ccco2)SC1=S	-2	86	14	13	-0.052	0.63	-13	13	91	1
CCOC(=O)c1ccccc1NC(=O)CSc1ccccc1	-2	101	7	1	-0.76	1.1	-14	14	96	1
O=C(O)C1CN(c2nc(Cl)ccc2[N+](=O)[O-])C1	-8	100	1	-1	-0.31	1.1	-10	10	106	1.1
Cc1ccc([N+](=O)[O-])cc1NC(=O)C[n+]1ccccc1	-7	96	-8	3	-0.099	1.2	-9	9	108	1.1
N#C/C(=C\c1c(N2CCOCC2)nc2ccccn2c1=O)S(=O)(=O)c1ccccc1	-4	104	2	-5	-0.64	0.98	-13	13	101	1
CC1(C(=O)Nc2nnc(C(C)(C)C)s2)Cc2ccccc2C(=O)O1 (stereo unspecified)	0	105	0	-5	/	0.99	-14	15	102	1
CC(/C=N/N1CCN(c2ccccn2)CC1)=C\c1ccccc1	5	121	-3	-24	/	2.2	-71	71	102	1
Cc1ccc(C(=O)N/N=C/c2ccc([N+](=O)[O-])s2)cc1	-5	27	76*	80*	/	0.43	70*	-70	36	1
CCOc1cc(/C=N/NC(=O)c2cccnc2)ccc1OCC(=O)N(C)C	-3	100	5	1	-0.12	1	16	-17	103	1
COc1cc2c(cc1NC(=O)COC(=O)/C=C/c1ccccc1)oc1ccccc12	-4	101	18	-1	/	1	-25	25	87	1
O=S(=O)(c1ccc(Cl)c(Cl)c1)c1snnc1-c1ccccc1	-5	98	11	2	-0.49	1.5	95*	-95	95	1.1
O=C(O)Cc1ccc(NC(=O)c2cccs2)cc1	12	90	20	11	-0.0034	1.2	4	-4	86	0.9
COc1ccc(F)cc1S(=O)(=O)N1CCC(C(N)=O)CC1	-4	97	2	3	0.066	1	-12	12	102	1
O=C(NCc1cccs1)C1CCCN1C(=O)Nc1cccc(F)c1 (stereo unspecified)	2	100	13	-2	-0.17	1.2	7	-7	94	1
CCOC(=O)C(=Cc1cn(C)c2ccc(S(=O)(=O)N(C)C)cc12)C(=O)OCC	-8	103	10	-5	0.62	1.1	-9	9	93	1.1
COc1ccccc1CN1C(=O)[C@@H]2C(CC(N)=O)NC3(C(=O)Nc4c3ccc(Cl)c4C)[C@@H]2C1=O (stereo partly specified)	-3	100	-9	0	0.02	0.91	3	-3	114	1
O=C(/C=C/c1cc([N+](=O)[O-])ccc1OC(F)F)NCc1ccc(Cl)cc1	-7	101	-7	-2	-0.87	0.89	3	-3	103	1.1
Cc1ccccc1OC(=O)Cn1c(C(F)(F)F)nc2ccccc21	-4	98	23	3	/	0.97	-8	8	86	1
Cc1nn(CCOc2ccccc2)c(=O)n1-c1c(F)cccc1F	-2	140*	-7	-45	/	2.4	-62	62	111	1
CCc1nc(SCC(=O)N2CCCC2)c2ccccc2n1	-4	106	13	-6	/	1.5	-9	9	97	1
COc1ccc(NC(=O)CSc2nnc(N)n2CC(=O)Nc2ccc(OC)cc2)cc1	-8	101	2	-3	0.62	0.34	-2	2	100	1.1
Cc1csc(NC(=O)C2CCCN(S(=O)(=O)c3cccnc3)C2)n1 (stereo unspecified)	-5	100	7	0	/	1.1	-7	7	101	1

Assay outcomes as filed in PubChem.

Rows are unselected (roughly 7.1% active in at least one column).
